High-throughput results: PubChem, Sanford-Burnham Center for Chemical Genomics
CYP2C9 act – increases human cytochrome P450 2C9 activity; activation factor at 5 µM; recombinant CYP2C9, luciferin-H conversion, luminescence; active compounds read high; factor 1 = untreated enzyme, 0 = blocked; P11712; 96,000 tested, 1.4% active;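 active means activation factor of 2 or more for CYP2C9 at a 5 µM dose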;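 further: 0 = sulfaphenazole-blocked wells and 1 = vehicle-only wells; values of inactives mirror those of a sister screen read the other way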
Target sequence (P11712 whole entry, looked up): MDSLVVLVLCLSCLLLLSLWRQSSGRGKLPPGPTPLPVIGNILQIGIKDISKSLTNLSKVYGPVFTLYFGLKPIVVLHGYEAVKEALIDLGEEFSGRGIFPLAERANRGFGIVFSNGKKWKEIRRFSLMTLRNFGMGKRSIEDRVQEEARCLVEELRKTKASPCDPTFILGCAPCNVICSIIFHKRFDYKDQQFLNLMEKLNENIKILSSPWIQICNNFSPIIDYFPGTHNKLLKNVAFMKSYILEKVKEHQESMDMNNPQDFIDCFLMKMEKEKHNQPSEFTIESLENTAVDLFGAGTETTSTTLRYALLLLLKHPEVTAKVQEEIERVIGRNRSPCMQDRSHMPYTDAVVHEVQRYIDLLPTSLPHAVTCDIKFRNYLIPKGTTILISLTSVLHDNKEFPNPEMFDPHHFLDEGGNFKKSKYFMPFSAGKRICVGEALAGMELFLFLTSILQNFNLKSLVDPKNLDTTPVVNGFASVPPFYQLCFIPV
PTK2B oligo ant – blocks oligomerization of human Pyk2 in cells | Q14289 | Q293 cells, Pyk2 FERM NanoBiT luminescence; active compounds read low | z-score (the deposit names both 25 µM and 10 µM) | 99,000 tested, 0.83% active;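 active means Z-score of -3 or lower, scaled per plate to the spread of control and sample wells; inactive means z-score above -3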;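 further: negative z-score means lost luminescence so less FERM oligomerization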
MT1-MMP txn act – activates MT1-MMP transcription. 86,000 tested, 0.16% active. HT1080 MT1-MMP promoter luciferase reporter, luminescence, overnight; active compounds read high. activation factor at 10 µM;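 active means activation factor of at least 2 for MT1-MMP transcription at 10 µM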
CYP2C19 inh – inhibitors of human CYP2C19; AID 778; 96,000 tested, 21% active; inhibition, % at 5 µM; CYP2C19 Supersomes, luciferin-H EGE luminescence, 30 min; P33261;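 active means CYP2C19 inhibition above a set limit at 5 µM in the primary screen, cut at about 50% in these data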;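 further: plate controls were negative control wells for no effect and 2.5 mM tranylcypromine positive control for full effect; values of inactives mirror those of a sister screen read the other way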
CYP2C9 inh – human CYP2C9 inhibition | P11712 | CYP2C9 Supersomes, luciferin-H conversion, luminescence | inhibition, % at 5 µM | 96,000 tested, 20% active | AID 777;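 active means blocking of liver enzyme CYP2C9 beyond about 50% at 5 µM, limit read from the data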; further: values of inactives mirror those of a sister screen read the other way
PLAP activator – activators of human placental alkaline phosphatase; 96,000 tested, 1.2% active; purified PLAP enzyme, luminescent substrate read-out; active compounds read high; activation fold at 20 µM; P05187; in the data active means activation fold above about 2
Target sequence (P05187 whole entry, looked up): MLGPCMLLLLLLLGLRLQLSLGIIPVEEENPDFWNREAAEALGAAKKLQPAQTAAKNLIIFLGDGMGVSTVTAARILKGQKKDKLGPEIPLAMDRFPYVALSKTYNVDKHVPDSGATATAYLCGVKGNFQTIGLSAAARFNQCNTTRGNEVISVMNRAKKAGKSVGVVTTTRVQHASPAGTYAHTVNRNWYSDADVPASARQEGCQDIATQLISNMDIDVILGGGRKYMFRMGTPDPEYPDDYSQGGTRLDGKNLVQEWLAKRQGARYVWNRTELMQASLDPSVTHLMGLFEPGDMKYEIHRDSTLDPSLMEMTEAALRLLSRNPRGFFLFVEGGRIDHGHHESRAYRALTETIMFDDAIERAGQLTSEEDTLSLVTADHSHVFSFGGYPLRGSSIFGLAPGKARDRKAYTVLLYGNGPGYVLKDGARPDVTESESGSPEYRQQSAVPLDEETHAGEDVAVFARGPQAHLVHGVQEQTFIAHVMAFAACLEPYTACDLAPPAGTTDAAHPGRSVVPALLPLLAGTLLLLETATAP
CYP2C19 activ – increases human CYP2C19 enzyme activity. P33261. recombinant CYP2C19, luciferin-H EGE luminescence; active compounds read high; 0 = fully inhibited enzyme, 1 = untreated enzyme. activation factor at 5 µM. 96,000 tested, under 10 active;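 active means activation factor of at least 2 at 5 µM in the primary screen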;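 further: 0 = wells with 2.5 mM tranylcypromine and 1 = vehicle-only wells; values of inactives mirror those of a sister screen read the other way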
CD11b adhes inh – CD11b/CD18-fibrinogen binding inhibition; P05107+P11215; inhibition, % at 10 µM; AID 1497; 93,000 tested, 0.54% active; K562 CD11b/CD18 adhesion to fibrinogen, ATPlite luminescence; Mn2+ added to activate the integrin;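 active means primary inhibition of 50% or more at 10 µM, then 40% or more on retest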; further: some results filed as inactive read as strong as hits
CD11b adhes enh – increases human CD11b/CD18 adhesion to fibrinogen; K562 CD11b/CD18 adhesion to fibrinogen, ATPlite luminescence; P05107+P11215; activation, % at 10 µM; 93,000 tested, 0.07% active;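 active means 10 µM primary screen giving 50% or more activity, confirmed by 40% or more on retest at that dose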; further: strong numbers were not always called active; reference of the scale not given here
An asterisk follows results filed as active; . = no result given.

SMILES	CYP2C9 act	PTK2B oligo ant	MT1-MMP txn act	CYP2C19 inh	CYP2C9 inh	PLAP activator	CYP2C19 activ	CD11b adhes inh	CD11b adhes enh
CCOc1c(OC)cccc1C1CC(=O)Nc2cc3c(cc21)OCCO3 (centres undefined)	0.3	.	1.1	94*	70*	1.1	0.1	7	-3
CCOC(=O)C1CCCN(C(=O)CN2C(=O)C(CC)Oc3ccc(C)cc32)C1 (centres undefined)	0.9	2	1.1	14	14	1.3	0.9	5	-4
Cc1ccc(Nc2c3c(nc4ncnn24)CC(C)CC3)cc1 (centres undefined)	0.8	-1.2	1.1	22	23	1.6	0.8	8	-3
N#Cc1c(N2CCCCC2)nc(N2CCCCC2)c2c1CCN(Cc1ccccc1)C2	0	-0.39	1.2	68*	96*	1.3	0.3	.	.
Cc1onc(-c2c(F)cccc2Cl)c1C(=O)Nc1nc2ccccc2[nH]1	0.1	-1	.	57*	93*	2*	0.4	-7	2
N#Cc1ccsc1NC(=O)CN1CCN(c2ccccn2)CC1	0.8	1.2	1.2	15	22	0.9	0.9	6	-1
COC(=O)c1ccc(NC(=O)CCn2c(=O)oc3ccccc32)cc1	0.7	-0.1	1.3	38	28	1	0.6	5	-6
CN(c1ccccc1)S(=O)(=O)c1cccc(NC(=O)Cn2cnc3ccccc3c2=O)c1	0.1	-1.6	.	62*	94*	1	0.4	-34	0
OC(COCc1cccs1)CN1CCCCCC1 (centres undefined)	0.8	0.28	1.1	32	21	1.6	0.7	-12	0
COc1ccc(CN2CN(c3ccc(Cl)cc3)C(=O)N(n3cnnc3)C2)cc1	1.1	1.6	1.2	-7	-8	1	1.1	.	.
O=C(NC(c1ccccc1)c1c(O)ccc2ccccc12)c1ccccc1Cl (centres undefined)	0.1	-3.3*	.	76*	93*	1	0.2	.	.
COc1ccc(CCNC(=O)c2c(C)noc2C)cc1	0.9	0.86	0.9	14	12	1	0.9	16	-2
FC(F)(F)c1cc(Sc2ccccc2)nc(-c2ccccn2)n1	0.7	1.1	.	12	26	1.1	0.9	0	3
CSCC[C@H](NC(=O)OC(C)(C)C)c1nnc(SCc2cccc(F)c2)o1	0.3	0.15	1.1	80*	69*	1.6	0.2	9	-2
CO/C=C/C#CC1(O)CCN(C)CC1	0.9	-0.45	0.9	6	14	0.9	0.9	2	-3
CCC(CC)C(=O)NCCNC(=O)C(CC)CC	0.9	0.56	0.9	6	6	0.9	0.9	0	0
c1ccc2c(c1)C(=NC1CCCCC1)NC2=NC1CCCCC1	0.9	-0.04	1.1	4	9	0.6	1	1	-6
COC(=O)c1[nH]c2ccc(C)cc2c1NC(=O)CN1CCN(c2ccccc2)CC1	0.2	-1.5	1	90*	75*	1.6	0.1	49	0
CCCOc1ccc(-c2nn(-c3ccccc3)cc2/C=C2\SC(=S)N(C3CCS(=O)(=O)C3)C2=O)cc1 (centres undefined)	0.9	0	1.2	2	6	0.9	1	11	22
O=C(CCNc1ccc(Cl)c(C(F)(F)F)c1)c1ccco1	0.5	0.97	1.1	76*	46	0.9	0.2	-15	-2

Grouped by structure: the compounds so far containing two or more sulfur atoms (2)
SMILES	CYP2C9 act	PTK2B oligo ant	MT1-MMP txn act	CYP2C19 inh	CYP2C9 inh	PLAP activator	CYP2C19 activ	CD11b adhes inh	CD11b adhes enh
CSCC[C@H](NC(=O)OC(C)(C)C)c1nnc(SCc2cccc(F)c2)o1	0.3	0.15	1.1	80*	69*	1.6	0.2	9	-2
CCCOc1ccc(-c2nn(-c3ccccc3)cc2/C=C2\SC(=S)N(C3CCS(=O)(=O)C3)C2=O)cc1 (centres undefined)	0.9	0	1.2	2	6	0.9	1	11	22

Following part
SMILES	CYP2C9 act	PTK2B oligo ant	MT1-MMP txn act	CYP2C19 inh	CYP2C9 inh	PLAP activator	CYP2C19 activ	CD11b adhes inh	CD11b adhes enh
CNS(=O)(=O)c1cccc(C(=O)OCC(=O)NCc2ccccc2)c1	2.4*	-0.14	.	13	-136	0.8	0.9	-6	-2
CCN(CC)CCCN(Cc1cc2cc3c(cc2[nH]c1=O)OCCO3)C(=O)Nc1ccccc1	0.9	0.23	1	0	14	1.3	1	-1	-2
COCCNC(=O)c1c(N)sc2c1CCCC2	1.2	.	1.1	-7	-19	1.8	1.1	3	24
Cc1ccc(NC(=O)c2cc([N+](=O)[O-])ccc2NCc2cccnc2)cc1Cl	0.1	-3.7*	.	85*	92*	0.9	0.2	3	-2
COc1ccc2[nH]cc(C(=O)CN3CCN(C4CCCCC4)CC3)c2c1	0.8	0.67	1.3	12	18	1.1	0.9	-9	-2
CC1CCCN(C(=O)CSc2nnc(-c3cccnc3)n2C2CCCCC2)C1 (centres undefined)	1	0.41	1.5	5	-2	1.3	0.9	2	-2
Cc1cccc(NC(=O)c2cc(-c3ccco3)nc3ccccc23)n1	1	0.08	1.2	5	4	0.6	1	-12	-1
Cc1cc(C(=O)N/N=C\c2ccc(COc3ccc([N+](=O)[O-])cc3)o2)ccc1[N+](=O)[O-]	0.6	-0.96	.	9	38	1	0.9	-4	8
CC(C)(C)C(=O)Nc1ccc(C(=O)OC2CCCCC2)cc1	1.1	-1.7	1.8	5	-12	0.8	1	0	-10
O=S(=O)(c1ccc(F)cc1)c1nc(-c2ccccc2F)oc1N1CCCCC1	0.7	0.03	0.8	37	26	1.1	0.6	30	-5
CCOc1ccccc1N/C(=C(/C(Cl)=C(Cl)Cl)[N+](=O)[O-])n1cncn1	0.8	0.02	1.2	4	20	1.1	1	-11	-5
Cc1nnc(NCCc2ccccc2)n(N)c1=O	1.1	0.46	1.1	-11	-7	1.1	1.1	-1	-4
O=C1CCCCC1C(Nc1ccc(Cl)cc1)c1ccccc1 (centres undefined)	0.1	0.78	.	82*	89*	1	0.2	3	4
O=S1(=O)CC(N2CCCCC2)C(N2CCCCC2)C1 (centres undefined)	1	-0.12	1.2	0	4	1.1	1	-11	0
Cc1ccc2oc(-c3ccccc3)c(C(=O)O)c(=O)c2c1	1	0.17	1.6	-8	0	0.9	1.1	.	.
Cc1cccc(Cn2c(=O)c3c(nc4n3CCCN4Cc3ccccc3)n(C)c2=O)c1	0.5	-1.5	1.1	12	48	1.3	0.9	18	0
Cc1ccc2[nH]c(=O)c(CN(CCc3ccccc3)C(=O)N3CCOCC3)cc2c1	0.9	-0.63	1.2	0	12	1.6	1	25	-2
CC(=O)NCC(=O)OCC(=O)c1ccc(C)cc1	1	-0.48	1.1	2	2	0.9	1	-10	-2
CC(C)CNc1nc(Oc2ccc(=O)n(-c3ccccc3)n2)nc(N2CCOCC2)n1	0.8	-0.55	1.1	18	20	1.2	0.8	9	0
CCOC(=O)C(C)c1nn(C)c(=O)c2ccccc12 (centres undefined)	0.8	1.6	1.1	67*	15	1	0.3	-15	1

3 compounds drawn at random from those above, as already listed:
SMILES	CYP2C9 act	PTK2B oligo ant	MT1-MMP txn act	CYP2C19 inh	CYP2C9 inh	PLAP activator	CYP2C19 activ	CD11b adhes inh	CD11b adhes enh
CC1CCCN(C(=O)CSc2nnc(-c3cccnc3)n2C2CCCCC2)C1 (centres undefined)	1	0.41	1.5	5	-2	1.3	0.9	2	-2
O=S(=O)(c1ccc(F)cc1)c1nc(-c2ccccc2F)oc1N1CCCCC1	0.7	0.03	0.8	37	26	1.1	0.6	30	-5
O=S1(=O)CC(N2CCCCC2)C(N2CCCCC2)C1 (centres undefined)	1	-0.12	1.2	0	4	1.1	1	-11	0

In the list so far, these have an aryl thioether with sulfur outside any ring:
SMILES	CYP2C9 act	PTK2B oligo ant	MT1-MMP txn act	CYP2C19 inh	CYP2C9 inh	PLAP activator	CYP2C19 activ	CD11b adhes inh	CD11b adhes enh
FC(F)(F)c1cc(Sc2ccccc2)nc(-c2ccccn2)n1	0.7	1.1	.	12	26	1.1	0.9	0	3
CSCC[C@H](NC(=O)OC(C)(C)C)c1nnc(SCc2cccc(F)c2)o1	0.3	0.15	1.1	80*	69*	1.6	0.2	9	-2
CC1CCCN(C(=O)CSc2nnc(-c3cccnc3)n2C2CCCCC2)C1 (centres undefined)	1	0.41	1.5	5	-2	1.3	0.9	2	-2

The list goes on.
SMILES	CYP2C9 act	PTK2B oligo ant	MT1-MMP txn act	CYP2C19 inh	CYP2C9 inh	PLAP activator	CYP2C19 activ	CD11b adhes inh	CD11b adhes enh
CCOc1ccc(NS(=O)(=O)c2ccc3c(c2)CCN3C(=O)CCC(=O)O)cc1	0.7	0.63	1.1	14	30	1	0.9	.	.
CCOC(=O)c1ccc(NC(=O)COc2ccc(S(=O)(=O)NC(C)CC)cc2)cc1 (centres undefined)	0.7	0.47	1	22	34	1	0.8	.	.
CNc1nc(SCc2ccc(C)cc2)nc2c1CCCC2	0.3	-0.66	.	96*	73*	0.8	0	.	.
CCOC(=O)c1c(NC(=O)CC)sc(C(=O)N2CCCCC2)c1C	0.4	1.1	1.2	75*	57*	1.9	0.3	-31	-3
Cc1c(NC(=O)CN2C(=O)c3ccccc3C2=O)c(=O)n(-c2ccccc2)n1C	1	0.07	1.2	5	2	1.1	0.9	0	-2
CCN(CC)S(=O)(=O)c1ccc2[nH]cc(C(=O)NCCc3ccc(OC)c(OC)c3)c(=O)c2c1	0.4	0.88	1	57*	60*	1.2	0.4	-40	1
CCN1CCN(c2ncnc3c2nnn3Cc2ccccc2)CC1	1	0.41	1.1	49	1	1.6	0.5	0	-2
CCN1CCN(S(=O)(=O)c2ccc(Br)s2)CC1	1	-0.58	1.3	17	-2	0.8	0.8	-2	-1
Cc1ccc(NC(=O)C2CCCN(c3ncccn3)C2)cc1F (centres undefined)	0.7	-0.71	1.8	42	33	1.2	0.6	2	0
Cc1ccc(NCCC(=O)c2ccc(Br)cc2)cc1	0.8	1.1	.	79*	16	1.2	0.2	.	.
O=C(O)c1cccc(N2C(=O)c3cccnc3C2=O)c1	0.8	1.1	1.1	-5	21	1	1	-6	1
CCc1nnc(NC(=O)c2cccc(S(=O)(=O)N3CCc4ccccc43)c2)s1	0.9	-1.1	1	6	13	1.3	0.9	-2	-4
COc1cc(C2C(C(C)=O)=C(O)C(=O)N2CCN2CCOCC2)ccc1O (centres undefined)	1	1.9	.	0	3	0.9	1	-44	-3
Cc1ccc2cc(C(c3nnnn3C3CCCC3)N(Cc3ccccc3)Cc3ccco3)c(=O)[nH]c2c1 (centres undefined)	0.7	0.37	1.1	24	35	1.4	0.8	7	-2
Cc1ccccc1C(=O)N1CCC(C(N)=O)CC1	0.9	1	1.3	0	8	1.4	1	3	-2
COc1cccc(NC(=O)C2CCN(S(=O)(=O)c3ccc4c(c3)OCCO4)CC2)c1	1.5	-0.3	.	37	-45	.	0.6	12	0
Cc1ccccc1C(=O)Nc1nc2n(n1)C(c1ccccc1)CC(=O)N2 (centres undefined)	0.9	-0.26	1.1	-31	10	1.6	1.3	-5	-2
CCOC(=O)Cn1c(=O)c2c(nc(N3CCCCC3)n2Cc2ccccc2)n(C)c1=O	0.7	-1.1	1	17	31	1.5	0.8	-11	3

Printed as active in CYP2C9 act (from the list above):
SMILES	CYP2C9 act	PTK2B oligo ant	MT1-MMP txn act	CYP2C19 inh	CYP2C9 inh	PLAP activator	CYP2C19 activ	CD11b adhes inh	CD11b adhes enh
CNS(=O)(=O)c1cccc(C(=O)OCC(=O)NCc2ccccc2)c1	2.4*	-0.14	.	13	-136	0.8	0.9	-6	-2
